Screening data (PubChem BioAssay)
TROY signal inh: inhibitors of TROY-driven NF-kB signaling, primary screen, Q293 LMP1-TROYcd cells, NF-kB luciferase, uHTS. AID 1347056, 2019. 360,000 compounds, 0.98% hits. Q293 LMP1-TROYcd NF-kB luciferase reporter, 4 h. inhibition, % at 10 µM;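 active = compounds whose plate-normalised and pattern-corrected inhibition of the luciferase reporter signal at the single screening dose is 50% or more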
TWEAK-Fn14 inh: inhibitors of TWEAK-Fn14 signaling, primary screen, luciferase reporter cells, uHTS; AID 1159606, 2016; 360,000 compounds, 2% hits; TWEAK-stimulated Fn14 reporter cells, luciferase luminescence, 8 h; inhibition, % at 10 µM; in the data active = inhibition above about 50%
NCOA3 inh: SRC3 coactivator transcriptional activity inhibitors, primary screen, cell-based, luminescence; Nuclear receptor coactivator 3 (Homo sapiens), Q9Y6Q9; HEK293 GAL4-SRC3 luciferase reporter; inhibition, % at 3.6 µM; 360,000 compounds, 0.17% hits; AID 588352, 2011;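 active = inhibition above a per-campaign cutoff, the mean of all compounds plus 3 SD, cut at about 60% in these data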;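 note: 0% = DMSO-treated cells and 100% = gossypol-treated cells at 36 µM; higher means less SRC3-driven luciferase light from the GAL4 reporter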
EBV LMP1 NFkB: EBV LMP1-driven NF-kappaB luciferase reporter inhibitors, primary screen, cell-based, luminescence, single point. LMP1-induced NF-kappaB luciferase reporter cells. 350,000 compounds, 0.69% hits. inhibition, % at 12.5 µM; in the data active = inhibition above about 41%;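 note: 0% = neutral control wells and 100% = reference inhibitor control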
C8 TRAIL sens: viability loss with TRAIL in NB7+C8 cells, primary screen, TRAIL sensitizer project, cell-based, ATPlite luminescence; inhibition (viability loss, TRAIL sensitization), % at 10 µM; 360,000 compounds, 1% hits; AID 624354, 2012;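 active = compounds causing at least 50% loss of cell viability in the single-dose screen, relative to plate controls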
KKLEB cytotox: cytotoxicity in KKLEB CF airway cells, primary screen, cytotoxicity control for CF NF-kB inhibitor project, cell-based, uHTS, fluorescence assay plates; activity change (cytotoxicity), % at 5 µM; KKLEB CF airway cells viability, ATPlite luminescence, overnight; active compounds read low; cells stimulated with P. aeruginosa culture filtrate; 360,000 compounds, 0.36% hits;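 active = corrected activity change at or below -50% at 5 µM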
CF NFkB block: inhibitors of PAF-induced NF-kB signaling, primary screen, cell-based, GFP fluorescence, uHTS | KKLEB NF-kB-GFP reporter, GFP fluorescence overnight | inhibition, % at 5 µM | 360,000 compounds, 0.86% hits | AID 588850, 2011;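 active = at least 50% inhibition at 5 µM, scaled per plate between neutral and stimulator controls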;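 note: PAF is a Pseudomonas aeruginosa culture filtrate used as stimulus; plate controls were PAF-stimulated DMSO wells for no effect and unstimulated DMSO wells for full effect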
SRC2 inh: inhibition of GAL4-SRC2 driven luciferase reporter, primary screen, SRC2 inhibitor project, cell-based, luminescence | AID 651957, 2012 | HEK293 GAL4-SRC2 luciferase reporter | inhibition, % at 9 µM | 370,000 compounds, 0.17% hits | Nuclear receptor coactivator 2 (Homo sapiens), Q15596;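 active = inhibition above the mean inhibition of all tested compounds plus 3 SD, set per campaign, cut at about 52% in these data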;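 note: 0% = DMSO treated cells and 100% = cells given Gossypol at 36 µM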
NR5A2 inv ag: LRH-1 (NR5A2) inverse agonists, primary screen, cell-based, luminescence, HEK293T, StAR-luciferase reporter | Nuclear receptor subfamily 5 group A member 2 (Homo sapiens), O00482 | LRH-1 transfected, 24 h | inhibition, % at 3.6 µM | 360,000 compounds, 0.13% hits | AID 602396, 2012;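 active = inhibition above the mean inhibition of all tested compounds plus 3 SD, cut at about 73% in these data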;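 note: 0% = DMSO wells and 100% = reporter-only cells lacking LRH-1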
Target sequence (O00482 whole entry, looked up): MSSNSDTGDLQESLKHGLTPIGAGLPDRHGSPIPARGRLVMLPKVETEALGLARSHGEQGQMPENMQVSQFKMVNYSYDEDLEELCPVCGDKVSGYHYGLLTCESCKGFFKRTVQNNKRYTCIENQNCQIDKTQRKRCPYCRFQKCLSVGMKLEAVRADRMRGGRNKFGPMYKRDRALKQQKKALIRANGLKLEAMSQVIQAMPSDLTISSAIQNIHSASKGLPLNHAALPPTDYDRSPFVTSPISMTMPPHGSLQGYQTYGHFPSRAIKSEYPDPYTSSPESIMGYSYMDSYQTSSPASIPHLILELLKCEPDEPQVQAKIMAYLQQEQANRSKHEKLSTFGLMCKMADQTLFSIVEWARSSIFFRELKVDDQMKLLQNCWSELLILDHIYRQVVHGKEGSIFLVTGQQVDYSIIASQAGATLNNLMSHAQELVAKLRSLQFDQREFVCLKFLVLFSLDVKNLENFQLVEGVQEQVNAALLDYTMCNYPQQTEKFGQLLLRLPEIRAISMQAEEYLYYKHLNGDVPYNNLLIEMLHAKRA
NR2F2 inh: NR2F2 transcriptional activity inhibitors, primary screen, cell-based, luciferase reporter, HEK293T, luminescence | HEK293T NGFI-A luciferase reporter | 370,000 compounds, 0.7% hits | inhibition, % at 8.6 µM | COUP transcription factor 2 (Homo sapiens), P24468;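 active = inhibition above a per-plate cutoff, mean inhibition of test wells between control levels plus 3 SD, cut at about 38% in these data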;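 note: cells cotransfected with COUP-TFII expression vector driving the NGFI-A reporter; 0% = median of COUP-TF2 test wells and 100% = reporter-only cells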
Target sequence (P24468 whole entry, looked up): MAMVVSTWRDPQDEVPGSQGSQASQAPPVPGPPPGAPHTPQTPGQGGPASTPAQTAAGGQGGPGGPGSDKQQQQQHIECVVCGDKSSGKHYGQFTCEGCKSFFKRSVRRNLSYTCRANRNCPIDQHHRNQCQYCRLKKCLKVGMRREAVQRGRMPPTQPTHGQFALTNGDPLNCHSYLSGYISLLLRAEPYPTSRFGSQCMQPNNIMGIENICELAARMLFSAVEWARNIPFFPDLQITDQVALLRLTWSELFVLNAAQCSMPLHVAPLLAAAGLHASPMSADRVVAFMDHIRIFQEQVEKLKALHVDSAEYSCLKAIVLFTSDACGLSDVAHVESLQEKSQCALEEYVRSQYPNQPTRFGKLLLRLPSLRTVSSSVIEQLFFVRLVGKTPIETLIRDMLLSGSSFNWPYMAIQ
SRC1 inh: SRC1 coactivator transcriptional activity inhibitors, primary screen, cell-based, luminescence; inhibition, % at 3.6 µM; HEK293 GAL4-SRC1 luciferase reporter; AID 588354, 2011; 360,000 compounds, 0.12% hits; Nuclear receptor coactivator 1 (Homo sapiens), Q15788;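 active = inhibition above the campaign mean plus 3 SD, with each screening campaign given its own cutoff, cut at about 60% in these data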;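 note: 0% = DMSO treated cells and 100% = gossypol at 36 µM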
Active calls of the source: *; . = no result given. Rows were taken by chance; overall some 4.2% were active at least once.

SMILES | TROY signal inh | TWEAK-Fn14 inh | NCOA3 inh | EBV LMP1 NFkB | C8 TRAIL sens | KKLEB cytotox | CF NFkB block | SRC2 inh | NR5A2 inv ag | NR2F2 inh | SRC1 inh
COc1ccc(CCNC(=O)c2cccc(S(=O)(=O)N3CCCCCC3)c2)cc1 | 16 | 16 | 4 | 4 | 0 | -30 | 1 | -5 | 6 | -10 | 1
O=C([C@H](Cc1ccc(O)cc1)n1cc(CCO)nn1)N1CCNCC1 | -10 | 11 | -16 | -5 | 13 | 6 | 16 | 9 | -11 | -1 | 0
CCC(=O)NN1CCN(c2ccncc2S(=O)(=O)N2CCCCC2)CC1 | -12 | 11 | -9 | 8 | 1 | -3 | -10 | -4 | -11 | -4 | -19
CSc1ccc(Cn2nnc(C(=O)NCc3ccccc3)c2N)cc1 | -28 | -10 | 16 | -3 | 22 | -8 | -17 | -13 | 9 | 13 | -1
O=C(CCNS(=O)(=O)c1ccc(Cl)cc1)Nc1ccncc1 | -2 | 7 | -20 | -2 | -7 | 4 | 4 | -5 | 7 | -10 | -60
CCCOC(=O)Nc1nc(-c2ccc(C)cc2)c(C)s1 | -40 | -17 | 0 | -4 | -14 | 0 | 5 | 10 | -15 | -22 | 3
COc1cccc(CN2CCN(c3ncccn3)CC2)c1 | -41 | -1 | -2 | -1 | -12 | 19 | 6 | -31 | -5 | -8 | 4
Cc1ccc(S(=O)(=O)Oc2ccc(/C=N/N=C3/NC(=O)C(CC(=O)O)S3)cc2)cc1 (configuration not stated) | -7 | -4 | 2 | -7 | -6 | 10 | 2 | -12 | -3 | 5 | -19
COc1ccccc1OCC(=O)Nc1ccc(N2CCOCC2)cc1N1CCOCC1 | -11 | -18 | -14 | -3 | -10 | -18 | 22 | 16 | -18 | -4 | -15
Cc1ccc(C2=N/C(=C/N3CCOCC3)C(=O)O2)cc1 | -26 | 3 | -67 | -25 | 23 | 2 | -1 | -86 | -60 | -25 | -74
Cc1cc(NC(=O)CSc2nc3c(c(=O)n(C)c(=O)n3C)n2C(C)C)no1 | 16 | 11 | 6 | 4 | 9 | -11 | 2 | 0 | -13 | 20 | 12
COc1ccc2c(c1OC)C(=O)OC2N1C(=O)CC[C@H]1C(=O)NCC1CCCO1 (some centres not stated) | 2 | 9 | 9 | -4 | -11 | 9 | 3 | 5 | 21 | 2 | -6
Cn1nccc1C(=O)N1CCN(C23CC4CC(CC(C4)C2)C3)CC1 | 9 | -13 | 2 | 9 | -13 | -3 | 12 | -1 | 13 | 6 | 2
COc1ccccc1N1CCN(C(=O)c2ccc3c(=O)n(Cc4ccco4)c(=S)[nH]c3c2)CC1 | -5 | 5 | -14 | -10 | -1 | 3 | 13 | 0 | -9 | 16 | 7
Cc1c(C)c(C)c2[nH]c(=S)[nH]c2c1C | 4 | -16 | -8 | 7 | -22 | 9 | -7 | 7 | 11 | -2 | -12
CN(C)S(=O)(=O)c1ccc(C(=O)NCCN2C(=O)S/C(=C\c3cccnc3)C2=O)cc1 | 3 | -7 | 9 | 1 | 0 | 3 | -13 | -9 | -1 | -4 | 12
O=C(Cn1cc(-c2ccccn2)nn1)NS(=O)(=O)c1cccc(OC(F)F)c1 | 0 | -7 | -11 | . | -4 | -19 | 25 | -27 | 11 | -10 | -6
C=CCNc1oc(-c2ccc(OC)cc2)nc1C#N | -46 | -16 | -57 | -24 | 7 | 6 | 9 | -35 | -116 | -26 | -74
Cc1ccc(CSC2=Nc3sccc3C3=NC(=O)CN23)cc1 | -53 | -1 | 3 | -4 | 3 | 5 | 3 | -2 | 4 | -7 | -39
O=C(O)CCCC(=O)Nc1nncs1 | 13 | 13 | 9 | 4 | -9 | 9 | -1 | -19 | 11 | 12 | 11

Continued (4 carried over from the part before).
SMILES | TROY signal inh | TWEAK-Fn14 inh | NCOA3 inh | EBV LMP1 NFkB | C8 TRAIL sens | KKLEB cytotox | CF NFkB block | SRC2 inh | NR5A2 inv ag | NR2F2 inh | SRC1 inh
O=C(Cn1cc(-c2ccccn2)nn1)NS(=O)(=O)c1cccc(OC(F)F)c1 | 0 | -7 | -11 | . | -4 | -19 | 25 | -27 | 11 | -10 | -6
C=CCNc1oc(-c2ccc(OC)cc2)nc1C#N | -46 | -16 | -57 | -24 | 7 | 6 | 9 | -35 | -116 | -26 | -74
Cc1ccc(CSC2=Nc3sccc3C3=NC(=O)CN23)cc1 | -53 | -1 | 3 | -4 | 3 | 5 | 3 | -2 | 4 | -7 | -39
O=C(O)CCCC(=O)Nc1nncs1 | 13 | 13 | 9 | 4 | -9 | 9 | -1 | -19 | 11 | 12 | 11
CCN(CC)CCCN(C(=O)c1ccc(F)cc1)c1nc(-c2ccc(OC)cc2)cs1 | 5 | -4 | 7 | 0 | 7 | -2 | -4 | 16 | 9 | 11 | 4
COCCN1CCN(Cc2nc(C3(c4ccc(C)cc4)CCCC3)no2)CC1 | -16 | -2 | 19 | -8 | -2 | 18 | 6 | 12 | 3 | 13 | 7
O=C(NCc1ccncc1)C1CCN(S(=O)(=O)c2ccccc2)CC1 | -19 | 8 | 19 | -6 | 3 | 8 | 2 | -9 | 7 | 2 | 0
Cc1ccc(Cl)c2c(N=Nc3ccccc3)c(O)[nH]c12 | -74 | -17 | -67 | -54 | 19 | -10 | -8 | -34 | -13 | -29 | -65
O=C(NCc1cnn(-c2ccc(F)cc2)c1)C1CCC(=O)N(C2CC2)C1 (configuration not stated) | -1 | -8 | 15 | 3 | -4 | -5 | -2 | -8 | 4 | 2 | 3
O=C1c2ccccc2C(=O)N1CC(O)COCc1ccccc1 (configuration not stated) | -9 | 9 | 22 | 11 | -5 | -2 | 11 | -8 | 9 | -8 | -10
CN(CCOc1ccccc1)C(=O)c1cc(S(=O)(=O)N2CCCCC2)ccc1Cl | -9 | 12 | 0 | 0 | -5 | -5 | -5 | 6 | -15 | 9 | -8
COc1ccc2c(c1)CCC(=O)[C@H](O)C[C@H](c1ccccc1)OC2=O | -4 | 6 | . | . | -16 | . | . | 0 | -9 | 0 | .
CCc1nc2nc(C)c(NS(=O)(=O)c3cccs3)c(=O)n2[nH]1 | 15 | 15 | 2 | -4 | -15 | 2 | -4 | -9 | 2 | 4 | -3
COc1ccc(NS(=O)(=O)c2cc(Cl)ccc2Cl)cc1S(=O)(=O)N1CCCCC1 | 1 | 6 | 13 | 3 | -8 | 17 | -1 | 6 | 4 | -1 | -10
O=C(COc1ccccc1)Nc1ncccn1 | -2 | 6 | -14 | -2 | -9 | 8 | -1 | -41 | -16 | -17 | -4
OCCC1CN(C2CCN(c3ccccc3F)CC2)CCN1Cc1ccccc1 (configuration not stated) | 16 | 1 | 11 | 9 | -16 | 8 | -14 | 19 | 0 | 3 | -2
CCCc1ccc(C(=O)NNc2cc(Cl)ccc2Cl)cc1 | -17 | -24 | 25 | 1 | 2 | 1 | 6 | -3 | 10 | 12 | -12
CN(C)S(=O)(=O)NCC1CCCN(Cc2ccc(-c3ccccc3)cc2)C1 (configuration not stated) | -29 | 21 | -8 | 2 | -7 | -4 | 6 | -16 | -4 | 8 | 7
Cc1ccc(CNS(=O)(=O)c2cc3c(cc2C)N(C)CCO3)cc1 | -4 | 15 | -18 | 4 | 11 | -10 | -2 | -5 | 10 | -4 | -13
Nc1c(NCc2ccccc2)c(=O)c1=O | 15 | 11 | -1 | 0 | -24 | -1 | -2 | 12 | -2 | 6 | -4
COCCN(C(=S)Nc1c(C)cc(C)cc1C)C(C)c1cccs1 (configuration not stated) | 5 | 13 | 13 | 6 | 0 | -18 | 30 | -12 | 2 | -3 | 8
COc1ccc(Cl)cc1S(=O)(=O)NC(C)C(=O)NCCCn1ccnc1 (configuration not stated) | -16 | 2 | -13 | -9 | 0 | 1 | 11 | -3 | 4 | -26 | -11
O=[N+]([O-])c1cccc(C(=S)N2CCN(c3ccc(F)cc3)CC2)c1 | -21 | -2 | -5 | -4 | 4 | 5 | 0 | 3 | 3 | 20 | 11
CCOc1ccc(/C(O)=C/C(=O)C(=O)Nc2ccc(S(=O)(=O)NC(C)=O)cc2)cc1 | 3 | 8 | 1 | -3 | -15 | 11 | -6 | 6 | -19 | -9 | 5
COc1ccc(/C=C(\C#N)C(=O)N2COCC2(C)C)cc1 | -14 | -9 | 5 | -3 | -1 | 4 | 3 | -29 | 12 | 6 | -23
Cc1ccc(CSCC(=O)N(C)CC(=O)Nc2ccc(Br)cc2C)cc1 | 10 | 5 | -11 | -5 | -1 | 6 | -18 | 22 | 12 | -11 | 3
CCN(CC)S(=O)(=O)c1ccc(-c2cn3cc(Cl)ccc3n2)cc1 | -19 | 15 | -38 | -18 | 21 | -4 | 4 | -27 | -32 | -19 | -62
COc1cc(/C=N/NC(=O)c2cc(-c3ccccc3)nc3ccccc23)ccc1O | 16 | -48 | -4 | 14 | 1 | 17 | -22 | -14 | -3 | 10 | 3
N#Cc1ccc(S(=O)(=O)N2CCCCC2c2cc(C(=O)NCc3ccccc3)no2)cc1 (configuration not stated) | -15 | -4 | -9 | . | 6 | 10 | -6 | 6 | 0 | 7 | 7
CCCCCCC1C(C#N)=C(N)OC2=C1C(=O)CC(C)(C)C2 (configuration not stated) | 4 | 10 | 14 | -6 | -8 | 0 | -10 | 4 | -1 | 10 | 5
COc1cc(C2Nc3ccc4ccccc4c3C3=C2C(=O)CC(C)(C)C3)ccc1OC(C)C(=O)O (configuration not stated) | 33 | 24 | -14 | -8 | -1 | -1 | 10 | -1 | 5 | -12 | -24
COC(=O)CNC(=O)c1ccccc1[N+](=O)[O-] | 9 | 8 | 13 | -2 | -11 | -3 | 2 | -4 | 2 | -1 | 5
Cc1ccc(S(=O)(=O)N2CCOCC2)cc1NC(=O)CSc1ccc(Cl)cc1 | -1 | 3 | -19 | -1 | 11 | -7 | 8 | -29 | -12 | 12 | -5
O=C(CSc1ccccc1)NCCCN1CCOCC1 | 14 | 18 | 5 | 6 | -1 | 4 | -3 | -21 | 0 | 10 | 2
Cc1cccc(C(=O)OCC(=O)NCC2CCCO2)c1O (configuration not stated) | -62 | 0 | 12 | 3 | -19 | 15 | -25 | 0 | -21 | -10 | -16
COc1cccc(C2=NN(C(C)=O)C(c3cccs3)C2)c1 (configuration not stated) | -26 | -6 | -15 | -10 | 17 | -6 | 10 | -5 | -27 | -7 | -10
